Screening data as filed in PubChem.
MPTP block: blocks calcium-induced mitochondrial swelling | isolated mouse mitochondria, Ca2+ swelling absorbance, 30 min | inhibition, % at 10 µM | hit rate 1.4% among 360,000 | AID 602449;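 active means inhibition of 50% or more, scaled per plate between neutral and stimulator controls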;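 further: 0% = DMSO wells given calcium and 100% = 1 mM EGTA wells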
PfGluPho inh: PfG6PD (Plasmodium falciparum) enzyme inhibition | PfGluPho enzyme, NADPH resazurin-diaphorase fluorescence | inhibition, % at 20 µM | hit rate 0.78% among 350,000 | AID 504690;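 active means inhibition reaching at least a set limit at 20 µM in the primary screen, cut at about 59% in these data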;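 further: 0% = DMSO wells with substrate and 100% = DMSO wells lacking glucose-6-phosphate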
GRIN3A LBD mod: modulators (binders) of human NR3A ligand-binding domain; NR3A LBD differential scanning fluorimetry, Tm shift; 0% = protein alone, 100% = glycine-bound protein; Tm shift relative to glycine control, % at 25 µM; hit rate 2.5% among 340,000; AID 1259313;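 active means melting temperature shift of at least 10% of the positive control shift, at one fixed dose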
SENP1 inh: blocks the human SENP1 SUMO protease catalytic domain; Q9P0U3; inhibition, % at 10 µM; AID 624204; hit rate 0.21% among 360,000; recombinant SENP1 catalytic domain, CyPet-SUMO1-YPet FRET cleavage;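 active means inhibition at least 30% at 10 µM, raw YFP signal under a set limit, fluorescence ratio 0.5 to 1.5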;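 further: 0% = enzyme with DMSO and 100% = no enzyme wells; some results filed as inactive read as strong as hits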
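material = recombinant human SENP1 catalytic domain, His6-tagged | quantity = 20 pM enzyme | reagent = 25 nM SUMO1 FRET substrate | compound dosing = 10 µM single point, 0.5% DMSO | timing = 50 min enzyme reaction, room temperature, light-protected | detection = FRET, CFP and YFP emission | control set = no-enzyme low, enzyme-DMSO high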
SENP6 inh: blocks the human protease SENP6; hit rate 1.8% among 330,000; Recombinant SENP6 catalytic domain, aminoluciferin luminescence; AID 2599; inhibition, % at 10 µM;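 active means inhibition above about 50% at the single tested dose, limit read from the data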;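 further: plate controls were DMSO wells with enzyme for no effect and DMSO wells lacking enzyme for full effect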
SENP8 block: blocks human SENP8 cleavage of Nedd8 substrate | Q96LD8 | recombinant SENP8, Nedd8 substrate fluorescence | inhibition, % at 20 µM | hit rate 0.64% among 360,000; in the data active means inhibition mostly above about 40%, no sharp cut-off; inactive means mostly below about 27%
ATG4B inhibitor: blocks human ATG4B protease cleavage of LC3 substrate. Q9Y4P1. ATG4B cleavage of LC3-PLA2, NBD-HPC fluorescence, 1 h. inhibition, % at 8.33 µM. hit rate 0.51% among 340,000; in the data active means inhibition above about 40%
Target sequence (Q9Y4P1 whole entry, looked up): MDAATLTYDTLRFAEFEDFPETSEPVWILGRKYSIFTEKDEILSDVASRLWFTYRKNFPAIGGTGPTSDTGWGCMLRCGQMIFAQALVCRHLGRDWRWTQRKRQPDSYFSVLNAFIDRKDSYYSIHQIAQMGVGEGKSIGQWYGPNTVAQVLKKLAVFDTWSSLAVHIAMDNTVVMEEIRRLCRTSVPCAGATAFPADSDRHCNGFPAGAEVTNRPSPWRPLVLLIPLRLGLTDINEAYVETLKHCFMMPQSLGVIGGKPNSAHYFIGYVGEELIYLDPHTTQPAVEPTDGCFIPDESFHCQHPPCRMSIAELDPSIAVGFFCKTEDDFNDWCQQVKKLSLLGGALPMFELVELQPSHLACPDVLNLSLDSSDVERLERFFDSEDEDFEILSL
hIAP act: increases human intestinal alkaline phosphatase activity | P09923 | purified human IAP, CDP-Star luminescence, 30 min; hits give high values; 1 = vehicle-only enzyme, 0 = enzyme-free background | activation factor at 10 µM | hit rate 0.16% among 330,000;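 active means activation factor of the enzyme at least 2-fold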; further: the source names both 10 and 20 µM as test concentration; values of inactives mirror those of a sister screen read the other way
Target sequence (P09923 whole entry, looked up): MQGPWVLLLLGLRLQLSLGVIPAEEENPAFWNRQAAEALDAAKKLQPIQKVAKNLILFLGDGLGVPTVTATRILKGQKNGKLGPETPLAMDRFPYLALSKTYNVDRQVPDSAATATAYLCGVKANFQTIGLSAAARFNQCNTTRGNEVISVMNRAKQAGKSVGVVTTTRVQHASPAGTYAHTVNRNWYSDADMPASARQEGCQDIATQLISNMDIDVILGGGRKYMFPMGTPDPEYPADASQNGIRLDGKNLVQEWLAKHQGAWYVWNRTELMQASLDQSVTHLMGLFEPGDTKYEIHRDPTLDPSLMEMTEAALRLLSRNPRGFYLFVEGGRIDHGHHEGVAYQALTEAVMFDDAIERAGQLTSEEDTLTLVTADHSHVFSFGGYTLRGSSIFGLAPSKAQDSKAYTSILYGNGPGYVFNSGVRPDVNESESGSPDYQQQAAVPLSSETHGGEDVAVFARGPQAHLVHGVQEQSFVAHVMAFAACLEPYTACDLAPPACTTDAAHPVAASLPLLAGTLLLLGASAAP
* marks the source's active call; other numbers are inactive results; nt = not tested or not shown.

cpd	mol	MPTP block	PfGluPho inh	GRIN3A LBD mod	SENP1 inh	SENP6 inh	SENP8 block	ATG4B inhibitor	hIAP act
1	COc1ccccc1-c1ccccc1C1=CC(=O)CC(C)(C)C1=O	-0.6	1	nt	0	nt	15	nt	nt
2	COc1cc(C)ccc1OCC(=O)OCC(=O)c1[nH]c(C)c(C(C)=O)c1C	-0.2	8	1	5	-2	10	-8	0.96
3	O=C(COC(=O)C1C2CC3OC(=O)C1C3C2)Nc1ccccc1 (configuration not stated)	0.4	-13	-2	-3	0	-2	-4	0.97
4	COC(=O)C1=C(C(=O)OC)[C@@H]2Nc3ccccc3[C@@]23C[C@@H](C(=O)OC)N=C3N1	-0.1	0	-1	1	-1	10	0	0.8
5	Cc1cc(NC(=O)CSc2nccn2-c2cccc(F)c2)no1	0.4	-3	0	1	-9	16	7	1.2
6	O[C@H]1C[C@H](c2ccc(Cl)cc2)N(CC2CCCCC2)C[C@@H]1n1cc(-c2ccc(F)cc2)nn1	0.4	14	nt	-1	nt	2	nt	nt
7	O=C(NN=C1CCCCCC1)c1ccc(Cl)s1	-0.1	-16	-1	-2	-14	9	5	1.3
8	CCCCN1CC(COCc2ccccc2)Oc2cccc(Oc3cc(C)c(C)c(C)c3)c2S1(=O)=O (configuration not stated)	-2.6	-2	-3	1	nt	7	3	nt
9	CCSCc1nnc(SCC(=O)Nc2cc(F)ccc2C)n1C	-1.1	-7	1	0	3	8	-4	1
10	Cc1cccc(NC(=O)Cc2ccc(-c3ccccc3)cc2)n1	1.0	9	1	13	-17	-26	-3	0.81
11	CCOc1ccc(CCNS(=O)(=O)c2c(C)n[nH]c2C)cc1OCC	1.6	-12	-1	2	-1	24	7	1
12	Cc1ccc(NC(=O)COC(=O)Cc2ccsc2)cc1S(=O)(=O)N1CCOCC1	-0.2	-2	-1	2	-7	9	-8	0.93
13	N=c1c(S(=O)(=O)c2ccc(Cl)cc2)cc2c(=O)n3ccccc3nc2n1CC1CCCO1 (configuration not stated)	-0.6	-6	1	-30	12	-425	7	0.89
14	CCCN(Cc1ccccc1)C(=S)Nc1cccc(C(F)(F)F)c1	60*	13	-3	-10	7	-1	-6	0.92
15	NNC(=O)c1cc2nc(-c3cccs3)cc(C(F)(F)F)n2n1	-0.6	-13	-1	-61	-2	-402	-8	0.96
16	O=C(Nc1cc(C(F)(F)F)cc(C(F)(F)F)c1)c1ccc(Cn2cc(C(F)(F)F)ccc2=O)cc1	72*	19	2	0	-12	8	1	1.1
17	O=C(Nc1ccc(OCc2ccccc2)cc1)Nc1cccnc1	0.6	-5	15*	1	1	20	-4	1.1
18	CC(C(=O)N1CCN(C(=O)c2ccco2)CC1)n1sc2ccccc2c1=O (configuration not stated)	-0.3	2	-2	1	5	17	-4	0.98
19	CCNC(=O)c1ccc(C23CC4CC(CC(C4)C2)C3)o1	0.4	-4	-1	-2	-4	3	-2	0.85
20	O=C(c1ccccc1)N1CCN(C(=O)N2CCCCC2)CC1	-1.3	-9	1	0	1	24	-5	1.1
21	COC(=O)c1c(C)cc(O)c(C)c1O	1.1	25	-9	-1	11	-2	1	1.2
22	CCOC(=O)CNC(=O)CSc1ncnc2c1cnn2-c1ccc(C)cc1	-0.9	2	-3	2	52*	-30	0	0.91
23	Cc1ccc(S(=O)(=O)N2CCN(C(=S)NCC3CCCO3)CC2)cc1 (configuration not stated)	-1.2	8	1	1	-1	1	-7	0.86
24	Cc1ccc(CC2(OCCN(C)C)CCC(C(C)(C)C)CC2)cc1 (configuration not stated)	24	5	0	2	nt	17	5	nt
25	CC(NC(=O)c1cc(-c2ccccn2)nc2ccc(Cl)cc12)C1CCCO1 (configuration not stated)	-0.4	16	-2	-7	-14	-8	2	1.3
26	NC(=O)C1C(c2ccccc2)=C1c1ccccc1	2.0	-1	0	1	-10	3	8	0.94
27	CCC1(C)OC(=O)NN(c2ccc(C)cc2)C1(C)O (configuration not stated)	0.4	22	-1	1	-14	6	1	0.99
28	O=C(COc1cccc2ccccc12)NNC(=O)Nc1ccccc1	1.3	8	-4	2	5	13	-18	0.9
29	CCOC(=O)c1ccc(Oc2nc(NC)nc(OC)n2)cc1	0.5	7	-1	1	-23	12	-4	1
30	CCOC(=O)CC(NS(=O)(=O)c1ccc(NC(C)=O)cc1)c1ccc(OCC)cc1 (configuration not stated)	-0.6	-16	-9	0	-14	15	-3	0.92

Three of the entries above in order of their number in PfGluPho inh, falling.
| No. | compound | MPTP block | PfGluPho inh | GRIN3A LBD mod | SENP1 inh | SENP6 inh | ATG4B inhibitor | hIAP act |
| --- | --- | --- | --- | --- | --- | --- | --- | --- |
| 21 | COC(=O)c1c(C)cc(O)c(C)c1O | 1.1 | 25 | -9 | -1 | 11 | 1 | 1.2 |
| 26 | NC(=O)C1C(c2ccccc2)=C1c1ccccc1 | 2.0 | -1 | 0 | 1 | -10 | 8 | 0.94 |
| 20 | O=C(c1ccccc1)N1CCN(C(=O)N2CCCCC2)CC1 | -1.3 | -9 | 1 | 0 | 1 | -5 | 1.1 |

New compounds follow
cpd	mol	MPTP block	PfGluPho inh	GRIN3A LBD mod	SENP1 inh	SENP6 inh	SENP8 block	ATG4B inhibitor	hIAP act
31	CCCCC(=O)Nc1ccc(N2CCN(C(=O)c3ccco3)CC2)cc1	1.5	-2	0	0	1	7	5	1.2
32	O=C1NC(=O)C(=Cc2ccccc2[N+](=O)[O-])S1	-0.9	36	-1	10	nt	3	-7	nt
33	COc1cccc(C(=O)N2CCN(Cc3nc(-c4ccoc4)oc3C)CC2)c1	-0.1	17	nt	-30	nt	-7	nt	nt
34	O=C(COc1ccccc1)N(Cc1cccs1)C1CCS(=O)(=O)C1 (configuration not stated)	2.0	-2	1	0	-10	1	2	1.1
35	CC/C(=N\NC(=O)c1cccnc1)c1ccc2c(c1)OCCO2	-2.5	-16	-2	1	-11	12	5	0.96
36	Cc1ccc(C)c(S(=O)(=O)N2CCCOC2CNC(=O)C(=O)NCc2cccs2)c1 (configuration not stated)	-2.1	-8	0	0	0	-5	-7	0.85
37	COC(=O)c1c(C)oc2ccc(N(C(=O)c3ccncc3)S(=O)(=O)c3ccccc3)cc12	10	1	-2	1	-10	13	-2	1.1
38	COc1ccc(NC(=O)CN(c2ccc(F)cc2)S(=O)(=O)c2ccccc2)c(OC)c1	0.7	16	5	2	4	6	-8	1.1
39	CCC(C)[C@H](NC(=O)NCCC1=CCCCC1)C(=O)O (some centres not stated)	0.5	-3	1	2	7	8	-2	1
40	Cc1ccc(NC(=O)c2ccc(C(C)(C)C)cc2)cc1[N+](=O)[O-]	4.0	27	-2	0	-22	12	12	0.95
41	O=C(OCC(=O)N1CCN(C(=O)c2ccco2)CC1)c1cc(-c2cccc(Br)c2)nc2ccccc12	4.1	9	2	-3	-10	-15	-7	0.86
42	O=C(c1ccc(S(=O)(=O)N2CCCCC2)cc1)N1CCN(Cc2ccc3c(c2)OCO3)CC1	0.1	19	1	1	nt	20	-7	nt
43	O=C(NCCOc1ccccc1)c1cccc(S(=O)(=O)N2CCN(Cc3ccccc3)CC2)c1	0.9	12	nt	-1	nt	7	nt	nt
44	O=C(c1ccc2nc(N3CCOCC3)sc2c1)N1CCN(C(=O)c2ccco2)CC1	-0.4	12	0	1	1	16	12	1.2
45	CN(C)c1ccc(C2N(c3ccc(F)cc3)C(=O)C3CCCN32)cc1 (configuration not stated)	-0.5	-2	-2	-8	5	8	0	1
46	C=CCOc1ccc(C2C(C(=O)c3ccc(C)o3)=C(O)C(=O)N2Cc2cccnc2)cc1 (configuration not stated)	1.2	-14	1	-1	-19	7	3	1
47	Cc1ccccc1C(=O)NCC(=O)NC1CC1	-0.7	-14	-1	0	-9	7	-5	1.1
48	O=C1CCC(C(=O)N2CCCCO2)CN1Cc1ccc(Cl)cc1 (configuration not stated)	0.4	-7	-1	0	-2	-4	-1	0.94
49	Cc1ccc(C(=O)NCCC(=O)N2CCC3(CC2)NCCc2[nH]cnc23)cc1C	1.8	-3	0	3	5	4	-3	1.1
50	CCN1CCN(C(=O)CN(c2ccccc2C)S(C)(=O)=O)CC1	-1.4	-6	-2	-2	-12	0	9	1
51	COc1cc(OC)c(C(=O)OCC(=O)NC2CCCC2)cc1OC	-0.1	11	-1	-1	-45	3	-2	1.1
52	COc1ccc(CN(C(=O)c2cc3ccccc3oc2=O)C2CCCCC2)cc1OC	1.8	-4	0	1	-7	16	-15	1.1

Compounds listed so far containing four or more nitrogen atoms:
cpd	mol	MPTP block	PfGluPho inh	GRIN3A LBD mod	SENP1 inh	SENP6 inh	SENP8 block	ATG4B inhibitor	hIAP act
5	Cc1cc(NC(=O)CSc2nccn2-c2cccc(F)c2)no1	0.4	-3	0	1	-9	16	7	1.2
6	O[C@H]1C[C@H](c2ccc(Cl)cc2)N(CC2CCCCC2)C[C@@H]1n1cc(-c2ccc(F)cc2)nn1	0.4	14	nt	-1	nt	2	nt	nt
9	CCSCc1nnc(SCC(=O)Nc2cc(F)ccc2C)n1C	-1.1	-7	1	0	3	8	-4	1
13	N=c1c(S(=O)(=O)c2ccc(Cl)cc2)cc2c(=O)n3ccccc3nc2n1CC1CCCO1 (configuration not stated)	-0.6	-6	1	-30	12	-425	7	0.89
15	NNC(=O)c1cc2nc(-c3cccs3)cc(C(F)(F)F)n2n1	-0.6	-13	-1	-61	-2	-402	-8	0.96
22	CCOC(=O)CNC(=O)CSc1ncnc2c1cnn2-c1ccc(C)cc1	-0.9	2	-3	2	52*	-30	0	0.91
29	CCOC(=O)c1ccc(Oc2nc(NC)nc(OC)n2)cc1	0.5	7	-1	1	-23	12	-4	1
44	O=C(c1ccc2nc(N3CCOCC3)sc2c1)N1CCN(C(=O)c2ccco2)CC1	-0.4	12	0	1	1	16	12	1.2
49	Cc1ccc(C(=O)NCCC(=O)N2CCC3(CC2)NCCc2[nH]cnc23)cc1C	1.8	-3	0	3	5	4	-3	1.1
